Screens: PubChem, National Center for Advancing Translational Sciences (NCATS)
Rab9 promoter act = qHTS Assay for Rab9 Promoter Activators | Huh7 Rab9 promoter-luciferase reporter, luminescence, 24 h | Potency, µM (titrated, usually from 9.22 µM), inactives show at the highest dose activation, negative = inhibition, most hits filed as activators | 320,000 compounds, 2.8% hits | AID 485297, 2010; further: % of control where 0% means no effect; nearly all actives have a fitted effect of over 60% in size
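Huh7 cells stably carrying a Rab9 promoter-luciferase reporter, 1500 cells per well in OP-MEM I with 10% FBS, treated with compound 24 hours at 37C. Luciferase activity read by luminescence after 10 minutes with Amplite reagent.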
BRCA1 expr act = qHTS Assay to Identify Small Molecule Activators of BRCA1 Expression. MCF7-BRCA1-FFLuc reporter, luminescence, 48 h; response scale: scaled: vehicle 0%, 10 µM genistein 100%. Potency, µM (series often up to 46.1 µM), without a hit: at the highest dose activation, hits mostly activators. AID 624202, 2012. 380,000 compounds, 1.1% hits; further: nearly all actives have a fitted effect of over 80% in size; some results filed as inactive show a strong effect at the top dose
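MCF7 cells carrying a BRCA1-firefly luciferase reporter (2000 cells/well, phenol-red free MEM) were attached for 2 h at 37 °C, then given compounds for 48 h. Luminescence was read 15 min after luciferase reagent; activity normalized to genistein (10 microM) and DMSO.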
NPC1 prom act = qHTS Assay for NPC1 Promoter Activators; Huh7 NPC1 promoter luciferase reporter, 24 h; Potency, µM (series often up to 9.22 µM), without a hit: top-dose activation, hits mostly activators; 320,000 compounds, 2.4% hits; AID 485313, 2010;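 further: % of control where 0% means no effect; nearly all actives have a fitted effect of over 60% in size; reporter is driven by a mutant NPC1 promoter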
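Quantitative HTS used a cell-based reporter: Huh7 cells stably bearing the NPC1 promoter upstream of luciferase were treated with compounds for 24 h, and promoter activation was read as luminescence.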
RORg inh = qHTS for inhibitors of ROR gamma transcriptional activity; 310,000 compounds, 5.4% hits; Potency, µM (doses to about 53.6 µM), for the others: at the top dose activity change, negative = inhibition, hits mostly inhibitors; Nuclear receptor ROR-gamma (Mus musculus), P51450; Drosophila S2 Gal4-RORgamma UAS-luciferase reporter, 20 h; further: on the % scale 0 is the no-effect control and ±100 the full control effect; nearly all actives have a fitted effect of over 60% in size
Target sequence (P51450 whole entry, looked up, the tested form may be a part): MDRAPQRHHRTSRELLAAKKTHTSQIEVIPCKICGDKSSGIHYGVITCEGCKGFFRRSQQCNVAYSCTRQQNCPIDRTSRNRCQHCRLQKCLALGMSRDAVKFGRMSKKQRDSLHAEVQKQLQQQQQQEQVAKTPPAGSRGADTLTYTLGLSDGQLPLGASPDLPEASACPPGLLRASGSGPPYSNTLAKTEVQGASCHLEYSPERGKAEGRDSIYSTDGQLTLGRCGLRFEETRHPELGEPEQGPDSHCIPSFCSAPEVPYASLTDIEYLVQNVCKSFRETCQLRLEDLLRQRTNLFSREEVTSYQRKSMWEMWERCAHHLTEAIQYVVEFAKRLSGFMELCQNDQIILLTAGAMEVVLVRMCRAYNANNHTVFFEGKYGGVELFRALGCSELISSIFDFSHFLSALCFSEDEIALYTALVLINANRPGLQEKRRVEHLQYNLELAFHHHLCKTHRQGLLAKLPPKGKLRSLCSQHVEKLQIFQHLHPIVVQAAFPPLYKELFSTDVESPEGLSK
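ROR gamma transcriptional activity was tracked as Gal4-UAS luciferase output in stably transfected Drosophila Schneider cells, with compound added 1 hr before 700 uM copper sulfate induction and a 20 hr ambient-temperature incubation.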
p53 reactivator = qHTS assay for re-activators of p53 using a Luc reporter; H1299 p53-A138V BP100-luciferase reporter, luminescence, 24 h; Potency, µM (doses to about 92.2 µM), for inactives: at the highest dose activity change, positive = activation, hits mostly activators; 320,000 compounds, 0.063% hits; further: % of control where 0% means no effect; nearly all actives have a fitted effect of over 45% in size
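H1299 (p53-null), stable ts p53-A138V + BP100-Luc; 1000 cells/well, Opti-MEM/10% FBS; cpd 4 pt, 1:5; 24 h, 37 deg C, 5% CO2; detection reagent 10 min RT; luminescence.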
FLuc modulator = qHTS profiling assay for firefly luciferase inhibitor/activator using purifed enzyme and Km concentrations of substrates (counterscreen for miR-21 project); purified FLuc, Km substrates, luminescence inhibition; Potency, µM (series often up to 57.5 µM), inactives show at the highest dose activity change, negative = inhibition, most hits filed as inhibitors; 360,000 compounds, 6.9% hits;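 further: plate controls were vehicle for no effect and reference inhibitor for full effect; nearly all actives have a fitted effect of over 55% in size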
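Biochemical qHTS of compounds, final roughly 60 µM downward over six points, against 10 nM purified firefly luciferase using Km concentrations of substrates (10 uM D-luciferin, 10 uM ATP) in Tris acetate pH 7.5 buffer; luminescence output.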
MBNL1-CUG inh = qHTS Assay for Inhibitors of MBNL1-poly(CUG) RNA binding; Muscleblind-like protein 1 (Homo sapiens), Q9NR56; TR-FRET MBNL1-His/biotin-(CUG)12 binding, 665/545 ratio; Potency, µM (series often up to 57.5 µM), inactives show at the top dose activity change, negative = inhibition, hits mostly inhibitors; 280,000 compounds, 0.036% hits; AID 2675, 2010; active means well fitted inhibition curve with a large enough effect in the signal ratio, with a control signal flat, not every such curve was filed as active; inconclusive means small, poorly fitted or top-dose-only effect, or effect the other way, or a change in a side signal; inactive means no such curve, though single readings can be large or run the other way; the % refers to the signal ratio; further: on the % scale 0 is the no-effect control and ±100 the full control effect
Target sequence (Q9NR56 whole entry, looked up): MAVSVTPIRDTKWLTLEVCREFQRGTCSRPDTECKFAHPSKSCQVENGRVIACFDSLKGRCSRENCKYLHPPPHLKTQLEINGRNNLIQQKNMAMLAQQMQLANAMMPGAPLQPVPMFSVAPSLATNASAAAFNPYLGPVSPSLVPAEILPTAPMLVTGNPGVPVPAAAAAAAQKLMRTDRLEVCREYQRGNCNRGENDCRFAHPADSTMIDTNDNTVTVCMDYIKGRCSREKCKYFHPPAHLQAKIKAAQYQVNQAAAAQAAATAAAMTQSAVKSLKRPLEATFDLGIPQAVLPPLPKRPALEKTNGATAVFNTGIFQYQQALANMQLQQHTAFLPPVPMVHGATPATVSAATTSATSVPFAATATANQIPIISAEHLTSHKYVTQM
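Compound titration spanned 92 nM–58 uM against the MBNL1-His/biotin-(CUG)12 complex. After 60 min at room temperature with 5 nM streptavidin-XL665 and 0.055 ng/ul terbium anti-His, ratiometric 665/545 nm emission (Ex 340 nm) normalized to controls.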
VP16 counter = VP16 counterscreen qHTS for inhibitors of ROR gamma transcriptional activity. Potency, µM (titrated, usually from 53.6 µM), for the others: top-dose activity, negative = inhibition, hits mostly inhibitors. Drosophila S2 Gal4-VP16 UAS-luciferase, luminescence, 20 h. 310,000 compounds, 3.5% hits;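 further: Gal4-VP16 expression switched on by copper sulfate through the metallothionein promoter; on the % scale 0 is the no-effect control and ±100 the full control effect; nearly all actives have a fitted effect of over 50% in size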
ELG1 genotoxic = qHTS screen for small molecules that induce genotoxicity in human embryonic kidney (HEK293T) cells expressing luciferase-tagged ELG1 | HEK293T ELG1-luciferase reporter, luminescence, 16 h | Potency, µM (titrated, usually from 46 µM), inactives show at the highest dose activity change, positive = activation, most hits filed as activators | 330,000 compounds, 1.3% hits | AID 504466, 2011; further: % of control where 0% means no effect; nearly all actives have a fitted effect of over 60% in size
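Screening used a luciferase reporter fused to human ELG1 in HEK293T cells. Luminescence was read on a CCD plate imager after 16 hr exposure and 30 min ONE-Glo incubation.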
uPA generation = qHTS for Inhibitors of Cell Surface uPA Generation. 330,000 compounds, 0.31% hits. cell surface uPA generation assay, qHTS. Potency, µM (highest dose often 38.3 µM), inactives show top-dose activity change, negative = inhibition, hits mostly inhibitors; active means well fitted inhibition curve with a large enough effect; inconclusive means small, poorly fitted or top-dose-only effect; inactive means no such curve, though single readings can be large or run the other way; tested in mouse RAW 264.7 cells; further: on the % scale 0 is the no-effect control and ±100 the full control effect; nearly all actives have a fitted effect of over 55% in size
An asterisk follows results filed as active; ? = inconclusive; nt = not tested or not shown; & = joins results of further samples; [ ] = another dose, or the depositor's remark. Unless noted, the call rests on the fitted dose curve; in most records, active means well fitted curve in the direction sought with a large enough effect; inconclusive means small, poorly fitted or top-dose-only effect, or another doubt; inactive means no such curve, though single readings can be large; an effect the other way counts as inactive or inconclusive. Potency means the concentration at half of the fitted maximal effect.

The line under a structure holds: Rab9 promoter act	BRCA1 expr act	NPC1 prom act	RORg inh	p53 reactivator	FLuc modulator	MBNL1-CUG inh	VP16 counter	ELG1 genotoxic	uPA generation
COC(=O)CCN(C1CCCCC1)S(=O)(=O)c1ccc(S(=O)(=O)N2CCCCC2)cc1
 : -7%	43%	-4%	29%	3%	8%	-13%	9%	0%	12%
O=C(CN1C(=O)COc2ccccc21)N(Cc1ccccc1)Cc1ccccn1
 : 16%	-8%	15%	-1%	5%	-16%	-9%	1%	11%	nt
COc1ccc(NC(=O)c2ccc(N3CCCC3=O)cc2)cc1Cl
 : nt	40%	nt	nt	-3%	nt	nt	nt	7%	5%
COc1ccc(NC(=O)CCC2CCCCC2)cc1S(=O)(=O)N1CCCCC1
 : -14%	-56%	-7%	-21%	20%	-1%	-6%	-14%	-13%	-5%
CC(C)CNC(=O)COC(=O)c1ccccc1OCC(=O)Nc1ccc(Br)cc1
 : 3%	8%	-1%	-10%	1%	5%	-11%	1%	17%	0%
COc1ccc(NC(=O)CSCC(=O)Nc2ccccc2N2CCCCC2)cc1
 : 2%	-22%	1%	nt	-2%	2%	nt	nt	-3%	2%
O=C(O)CCC(=O)NNC(=O)c1ccc(Br)cc1
 : 0%	6%	0%	-7%	-1%	3%	-16%	-1%	0%	6%
CCS(=O)(=O)Nc1ccc(-c2nnc(SCC(=O)OC)o2)cc1
 : -7%	-15%	1%	?	-6%	0%	-13%	-2%	1%	-9%
O=C(COC(=O)CCOc1ccccc1)Nc1ncc(Cl)cc1Cl
 : -9%	-1%	-5%	0%	-2%	-1%	9%	0%	3%	0%
COc1ccc(-n2c(O)c(/C=N/Nc3nc(C)cc(C)n3)c3ccccc3c2=O)cc1OC
 : -19%	-85%	0%	?	-1%	-1%	10%	6%	6%	-5%
CN1CCN(c2nc(N3CCN(c4ccccc4)CC3)ncc2F)CC1
 : -5%	-31%	5%	1%	0%	3%	-7%	10%	-12%	-4%
O=c1c2ccccc2nc(SCc2ccccc2)n1CC1CCCO1 (stereo not given)
 : -3%	-12%	-1%	?	0%	1%	-8%	-14%	-4%	4%
O=C(NCC(c1ccc(F)cc1)N1CCOCC1)c1ccc(OCc2ccccc2)cc1 (stereo not given)
 : nt	-28%	nt	nt	?	nt	nt	nt	-9%	13%
N#CCCN(CCC#N)c1nnc(-c2ccccc2)s1
 : -2%	-8%	11%	-15%[10 µM]	4%	0%	-16%	-5%	0%	nt
NC(=S)NN=Cc1ccc(-c2ccc(S(=O)(=O)Nc3ncccn3)cc2)o1
 : nt	0%	nt	nt	-1%	nt	nt	nt	2%	1%
CN(CCCN1CCOCC1)Cc1cn(C)nc1-c1ccccc1F
 : 7%	1%	-1%	0%	-1%	-3%	5%	2%	0%	2%
COc1ccccc1CNC(=O)COC(=O)c1ccc(C(=O)c2ccccc2)cc1
 : nt	-10%	nt	nt	5%	nt	nt	nt	-5%	4%
CN(C)C(=O)c1nnsc1Sc1ccc(Cl)cc1
 : 25%	63%	10%	12%	-1%	0%	nt	29%	3%	1%
COc1cc(C)ccc1OCc1cc(C(=O)N2CCC(c3ccc(F)cc3)C2)no1 (stereo not given)
 : 2.2µM*	7%	2.2µM*	29%	18%	7.6µM*	1%	2%	?	12%
O=C(c1ccc(Sc2ccc(F)cc2)c([N+](=O)[O-])c1)N1CCOCC1
 : -2%	-4%	-4%	22%	11%	-1%	nt	-13%	5%	-1%
O=C(CSc1nc(-c2ccccc2)cc(=O)[nH]1)Nc1ccccc1F
 : -1%	0%&21%	0%	7%	-2%	-18%	-11%	10%	3%	6%
O=C(CN1CCN(c2ccccc2F)CC1)N1N=CCC1c1ccccc1 (stereo not given)
 : 1%	8%	-3%	16%	-1%	0%	4%	-2%	1%	1%
Fc1ccc(/C=N/Nc2nccnc2Cl)cc1
 : ?	10µM*	?	-5%	5%	?	23%	1%	?	-3%
O=C(CSc1nc(C2CCCCC2)nc2ccccc12)NCc1ccc2c(c1)OCO2
 : 0%	-10%	-2%	-20%	-4%	4%	-1%	3%	3%	0%
CN(C)C(=O)c1cn(-c2ccccc2)nc1-c1cccs1
 : 3%	0%	1%	-2%	-3%	?	-1%	1%	4%	-11%
COCCNc1nc(-c2cc3ccccc3o2)cs1
 : 1µM*	?	1.6µM*	8%[10 µM]	?	1.5µM*	nt	-8%	?	-7%
c1csc(-c2noc(CN3CCc4sccc4C3)n2)c1
 : 11%	18%	2%	?	10%	?	-4%	-12%	13%	3%
CN(C)c1ccc(CNn2cnnc2SCc2ccc(F)cc2)cc1
 : 3%	-26%	0%	14%	6%	-1%	-3%	7%	-1%	-15%
O=C(CCN1CCN(c2ccccc2F)CC1)Nc1cccc(F)c1
 : 3%	4%	-1%	-3%	nt	2%	3%	-1%	-3%	0%
Cc1ccc(NCC(O)C(O)C(O)CO)cc1C (stereo not given)
 : -2%	-2%	2%	-34%	6%	5%	4%	-3%	1%	2%
CCN(CC)c1ccc(-c2nnc(SCC(=O)Nc3ccccc3C#N)n2-c2ccccc2)cc1
 : -3%	-73%	-1%	18µM*	-3%	3%	11%	-25%	-8%	-9%
CCCCCC1CC1C(=O)N/N=C/c1ccc(N(C)C)cc1 (stereo not given)
 : 2%	-7%	-4%	5%	3%	?	-4%	4%	-2%	3%
Cc1cc(C(=O)N/N=C/c2c(C)[nH]n(-c3ccccc3)c2=O)n[nH]1
 : -2%	16%	0%	10µM*	5%	5.4µM*	7%	?	2%	-9%
O=C(O)C1CC(=O)N(Cc2ccc3c(c2)OCO3)C1 (stereo not given)
 : 1%	-28%	0%	3%	-4%	1%	-8%	-6%	0%	-4%
O=C(CN1C(=O)CNC1=O)Nc1cccc(C(F)(F)F)c1
 : -1%	3%	-2%	37%	4%	6%	-3%	-2%	-2%	nt
O=C1c2ccccc2NC(c2ccc3c(c2)OCO3)N1O (stereo not given)
 : 1%	-40%	11%	?	9%	-14%	5%	-3%	0%	-4%
Cc1ccc(-c2nc(=S)c3c(n2CC2CCCO2)CC(C)(C)OC3)cc1 (stereo not given)
 : 1%	-17%	5%	22%	-1%	-2%	2%	-8%	4%	-3%
Cc1[nH]c2ccccc2c1C1C(c2ccccc2)=NN=C(C(C)C)N1O (stereo not given)
 : 2%	-13%	-2%	?	0%	-3%	18%	-11%	-1%	4%
CC(=O)Nc1ccc(Oc2ccc3nc(C)[nH]c3c2)cc1
 : -5%	0%	0%	7%	3%	0%	0%	12%	2%	6%
Cc1cccc(Nc2nc(N)c([N+](=O)[O-])c(N3CCOCC3)n2)c1
 : -10%	14%	1%	27%	2%	-1%	12%	2%	1%	-1%
COC(=O)CSc1ncnc2scc(-c3ccccc3)c12
 : 1%	0%	-1%	-3%	-3%	2%	-5%	6%	0%	-10%
CC(=O)Nc1ccc(S(=O)(=O)N2CCN(C(=O)c3ncoc3-c3cccc(F)c3)CC2)cc1
 : -2%	7%	-2%	20%	-2%	4%	-8%	9%	-4%	-4%
O=C(Cc1ccccc1)NNC1CC(=O)N(c2ccc(Oc3ccccc3)cc2)C1=O (stereo not given)
 : -5%	-8%	-5%	19%	-1%	-2%	2%	-2%	0%	2%
COc1ccc(CNC(=O)CN(C(=O)c2csnn2)c2cccc(C(C)=O)c2)cc1
 : 0%	-1%	0%	-18%	3%	-1%	2%	23%	-3%	11%
O=C(NC(Cc1ccccc1)C(=O)O)/C(=C/c1ccc(Cl)cc1)NC(=O)c1ccccc1 (stereo not given)
 : 0%	21%	1%	5%	-3%	?	-1%	-6%	0%	10%
CCOc1ccc(OCCCC(=O)N(CC)CC(=O)Nc2c(F)cccc2F)cc1
 : 1%	-24%	-2%	nt	-7%	-12%	nt	nt	-2%	-21%
CCc1nnc(NC(=O)CCN(c2cc(C)cc(C)c2)S(=O)(=O)c2ccc(Cl)cc2)s1
 : -2%	-45%	-11%	?	9%	6%	4%	-12%	-1%	0%
N#Cc1c(-c2ccc(Cl)cc2)c2c([nH]c1=S)CCCC2
 : -1%	-24%	1%	?	4%	?	10%	?	?	0%
CCCC(c1nnnn1Cc1ccc2c(c1)OCO2)N1CCC(C(N)=O)CC1 (stereo not given)
 : 0%	2%	-2%	-15%	-8%	3%	-4%	1%	1%	-1%
Cn1c(=O)c2cc(S(=O)(=O)Nc3ccc4c(c3)OCO4)ccc2n(C)c1=O
 : 3%	-37%	-2%	8%	-17%	0%	-19%	0%	-24%	-15%
COc1ccc(C(=O)Nc2ccc3nc(N4CCCCC4)cc(C)c3c2)cc1OC
 : -5%	-49%	-2%	?	-8%	-17%&-1%	nt	?	-6%	-10%
O=C(CN1CCN(c2ccc(F)cc2)CC1)NCc1ccc(F)cc1
 : -4%	-7%	-3%	4%	2%	0%	-9%	-2%	-5%	-5%
